CAL PDZ FP-1 – untagged CAL PDZ binding inhibitors, primary screen, biochemical, fluorescence polarization, HTS | purified CAL PDZ, TMR-peptide fluorescence polarization, 1 h | AID 602252, 2012 | Golgi-associated PDZ and coiled-coil motif-containing protein (Homo sapiens), Q9HD26 | hit rate 0.92% among 300,000 | inhibition, % at 24.9 µM;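 active = mean inhibition of at least 30% with at least half of replicates also reaching 30%; inconclusive = no clear call, values can overlap the other calls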;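 note: 0% = DMSO neutral control and 100% = excess unlabeled competitor peptide PRC23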
CAL PDZ FP-2 – CAL PDZ peptide-binding inhibitors, primary screen, biochemical, fluorescence polarization, Cer-tagged CAL PDZ, HTS; Golgi-associated PDZ and coiled-coil motif-containing protein (Homo sapiens), Q9HD26; purified CAL PDZ, TMR-peptide fluorescence polarization, 1 h; inhibition, % at 20 µM; hit rate 0.02% among 330,000; AID 504414, 2011;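 active = highest replicate inhibition of at least 40%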;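 note: plate controls were DMSO neutral control wells for no effect and unlabeled competitor peptide control wells for full effect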
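System: purified tagged CAL PDZ domain construct (CerCALP). Schedule: 1 h incubation at room temperature before polarization reading. Medium: 25 mM sodium phosphate pH 7.4, 150 mM NaCl, TCEP, IgG, Thesit. Read-out: percent inhibition from loss of millipolarization. Measured by: FP readout, S and P plane fluorescence. Probe or stimulus: fluorescent TMR peptide probe.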
CDK5 inh – inhibitors of human CDK5/p35 kinase, primary screen, biochemical, single concentration; Cyclin-dependent kinase 5 (Homo sapiens) + Cyclin-dependent kinase 5 activator 1 (Homo …; Recombinant CDK5/p35, ADP-Glo luminescence, 60 min; inhibition, % at 10 µM; hit rate 0.01% among 330,000; AID 488839, 2010;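 active = highest replicate inhibition of at least 50% and at least 75% of replicates reaching 50%; inconclusive = only one of the two criteria met; inactive = both criteria failed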;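 note: plate controls were DMSO neutral control for no effect and GW8510 at 10 µM for full effect; many of its hits are not listed in these tables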
Wnt act – Wnt/beta-catenin pathway activators, primary screen, cell-based, plate reader, single point; Wnt/beta-catenin reporter cell assay, activator; activation, % at 9.35 µM; hit rate 1.2% among 300,000; in the data active = activation above about 30%, passing the limit was not always enough; inconclusive = no clear call, values can overlap the other calls;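 note: 0% = neutral control wells and 100% = positive control wells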
Rtt109 Vps75 – inhibitors of C. albicans Rtt109/Vps75 HAT, primary screen, biochemical, ThioGlo CoA-SH fluorescence, plate reader; Histone acetyltransferase RTT109 (Candida albicans (strain SC5314 / ATCC MYA-2876)), …; AID 540336, 2011; hit rate 0.16% among 330,000; inhibition, % at 34.9 µM; purified Rtt109/Vps75, 4 h;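 active = inhibition of at least 50% in every replicate; inconclusive = best replicate reaches 50% inhibition but some replicates fall short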
Target sequence (Q5AAJ8 whole entry, looked up): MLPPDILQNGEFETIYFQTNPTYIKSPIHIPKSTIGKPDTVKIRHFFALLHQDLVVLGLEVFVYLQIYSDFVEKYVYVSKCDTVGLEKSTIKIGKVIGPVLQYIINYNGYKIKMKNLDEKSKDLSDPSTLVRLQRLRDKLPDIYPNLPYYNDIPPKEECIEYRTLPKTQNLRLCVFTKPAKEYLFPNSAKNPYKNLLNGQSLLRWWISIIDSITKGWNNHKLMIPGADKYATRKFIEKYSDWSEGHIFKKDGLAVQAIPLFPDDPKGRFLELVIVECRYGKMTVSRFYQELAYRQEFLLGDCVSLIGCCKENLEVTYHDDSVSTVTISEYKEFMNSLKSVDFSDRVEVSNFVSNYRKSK
MITF TRPM1 HTS – activators of MITF-driven TRPM1 promoter reporter, primary screen, cell-based, SK-MEL-5, luciferase, single point; AID 588334, 2011; hit rate 0.75% among 300,000; activation, % at 12.5 µM; SK-MEL-5 TRPM1-promoter luciferase, 24 h; % of positive control, neutral wells = 0;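 active = mean activation of at least 80% with every replicate also reaching 80%; inconclusive = mean reaches 80% but some replicate falls short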;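 note: 0% = neutral control wells and 100% = parthenolide positive control wells; values of inactives mirror those of a sister screen read the other way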
V-ATPase pHluor – regulators of yeast V-ATPase proton pumping, primary screen, pHLuorin cytosolic pH fluorescence | S. cerevisiae | response, % at 10 µM | hit rate 0.37% among 350,000 | AID 504577, 2011; in the data active = response mostly above about 7.3%, no sharp cut-off; inactive = mostly below about 5.4%; note: actives read high; inactives centre near 0; some compounds called inactive have numbers as strong as hits; reference of the scale not given here
cardiac RTF act – cardiac RTF calcium sensitivity activators, primary screen, biochemical, IANBD-TnC fluorescence, EC20 calcium. Troponin I, cardiac muscle (Homo sapiens) + Troponin T, cardiac muscle (Homo sapiens) + …. IANBD-labeled TnC RTF fluorescence at EC20 calcium; 0% EC20 calcium, 100% full calcium. activation, % at 7.2 µM. hit rate 0.24% among 340,000;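 active = activation above the mean over all tested compounds plus 3 SD, cut at about 30% in these data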;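 note: rise in fluorescence read as greater calcium sensitivity of cardiac thin filaments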
Tat transport – E. coli Tat export inhibitors, primary screen, MC4100, TorA-mCherry reporter, fluorescence, single point | hit rate 0.036% among 340,000 | inhibition, % at 10 µM;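 active = mean replicate inhibition at least 50% and at least half of replicates individually reaching 50%; inconclusive = only one of the two criteria met; inactive = neither criterion met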;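 note: exported cargo escapes ClpAP degradation while cytoplasmic cargo is degraded and loses fluorescence; 0% = median of neutral control wells and 100% = median of NaSCN control wells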
dFosB activator – activators of delta FosB homodimer, primary screen, biochemical, fluorescence polarization, TAMRA-CDK5 oligo, single point | Protein FosB (Mus musculus), P13346 | purified delta FosB; percent of positive-control signal above neutral wells | activation, % at 25 µM | hit rate 0.99% among 340,000 | AID 493131, 2011;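 active = mean activation above about 17%, with every replicate also reaching it, limit read from the data, passing the limit was not always enough; inconclusive = only one of the two conditions met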;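 note: fluorescence polarization rise as delta FosB binds a TAMRA Cdk5 AP-1 oligo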
Target sequence (P13346 whole entry, looked up): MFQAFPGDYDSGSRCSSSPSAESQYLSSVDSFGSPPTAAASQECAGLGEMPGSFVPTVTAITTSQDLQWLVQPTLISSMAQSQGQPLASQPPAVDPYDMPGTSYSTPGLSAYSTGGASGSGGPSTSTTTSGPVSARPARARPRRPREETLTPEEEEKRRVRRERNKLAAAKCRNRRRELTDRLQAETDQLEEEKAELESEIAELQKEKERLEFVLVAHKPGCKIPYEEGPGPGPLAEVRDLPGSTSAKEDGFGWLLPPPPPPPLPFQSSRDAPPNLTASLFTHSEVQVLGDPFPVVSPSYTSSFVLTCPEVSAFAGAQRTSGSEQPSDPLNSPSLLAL
Starred values were filed as active, the others as inactive; i = inactive; ? = inconclusive; . = not tested or not shown. Random draw from the library. Share with any hit: about 4.1%.

Sample of the layout (2 entries):
SMILES	CAL PDZ FP-1	CAL PDZ FP-2	CDK5 inh	Wnt act	Rtt109 Vps75	MITF TRPM1 HTS	V-ATPase pHluor	cardiac RTF act	Tat transport	dFosB activator
CC(C)(O)c1[nH]c2cc(F)ccc2c1C(C)(C)O	-3	1.1	0.4	-2	12	2	2	6	0	-2
COc1ccc(Cc2nnc(-c3cccc(C)c3)o2)cc1OC	.	-1.1	0.1	.	12	1	5	-1	-7	-16

This part in full (from the top)
SMILES	CAL PDZ FP-1	CAL PDZ FP-2	CDK5 inh	Wnt act	Rtt109 Vps75	MITF TRPM1 HTS	V-ATPase pHluor	cardiac RTF act	Tat transport	dFosB activator
CC(C)(O)c1[nH]c2cc(F)ccc2c1C(C)(C)O	-3	1.1	0.4	-2	12	2	2	6	0	-2
COc1ccc(Cc2nnc(-c3cccc(C)c3)o2)cc1OC	.	-1.1	0.1	.	12	1	5	-1	-7	-16
COc1ccccc1NC(=S)N(Cc1cccnc1)Cc1ccccc1Cl	2	1.1	0.8	-3	6	-6	0	9	-6	-7
COc1ccc(NC(=O)Cc2coc3cc(C)c(C(C)C)cc23)cc1S(=O)(=O)N1CCOCC1	-3	-0.2	-3.2	-5	-1	-25	1	7	-3	-4
CCCn1c(=NC(C)=O)c(C(=O)OCC)cc2c(=O)n3ccccc3nc21	-2	-3.0	2.1	1	i	1	2	-2	-3	-13
CCSc1nc2c(c(=O)[nH]1)C(c1ccc(C)cc1)C1=C(CCCC1=O)N2 (stereo unspecified)	-3	0.0	-0.6	7	2	0	5	-3	-4	9
CCN(CC)C(=O)c1cn(CC)c(=O)c2cc(OC)c(OC)cc12	-2	1.0	2.7	.	-7	9	0	0	2	-3
C=CCc1c(C)c(C#N)c2nc3ccccc3n2c1N1CCCCC1	3	0.3	2.2	0	-5	-4	-1	12	1	1
CCOc1ccc2nc(SCCNS(=O)(=O)c3ccccc3)sc2c1	2	-2.5	-5.7	-2	6	-13	3	9	29	8
S=C(NCc1ccco1)N/N=C/c1ccncc1	.	-1.6	0.6	1	-6	-7	-2	3	-13	3
O=[N+]([O-])c1ccc(Oc2cnc3ccccc3n2)cc1	6	-1.1	-2.4	0	-3	25	1	-5	1	6
Cc1ccc2nccc(C(=O)N3CCCC(Nc4ccc(C)c(C)c4)C3)c2c1 (stereo unspecified)	-2	-1.0	1.0	-1	-39	-3	-1	0	-3	-7
COc1ccc(-c2noc(N3CCC(C(=O)NCCCN4CC(C)CC(C)C4)CC3)n2)cc1 (stereo unspecified)	-3	-2.9	.	-2	5	-1	-5	1	7	-10
Cc1ccc(CNC(=O)c2csc3c2CCCCC3)cc1	.	0.2	-0.9	-1	-2	.	6	-1	8	12
CCc1nnc(NC(=O)c2cc(S(=O)(=O)N3CCCCC3)ccc2N2CCOCC2)s1	-2	-2.7	1.1	-2	3	17	6	1	5	-11
O=C(O)c1cccc(NS(=O)(=O)c2cccc3cccnc23)c1	.	-0.6	-0.4	-1	4	-3	-4	2	-1	3
O=C(NCCc1csc(-c2ccccc2)n1)c1ccccc1F	-3	-1.5	1.2	2	-1	10	1	-2	-2	-2
CC(C)Cc1nc(SCC(=O)N2CC(C)OC(C)C2)c2c(=O)n(C)c(=O)n(C)c2n1 (stereo unspecified)	-3	-1.6	-0.9	-2	-3	-9	0	-1	7	-14
COc1ccc(-n2c(Cc3cc(=O)[nH]c(=O)[nH]3)nnc2SCC(=O)Nc2cc(C(F)(F)F)ccc2Cl)cc1	-4	-3.2	0.5	.	9	11	0	-5	5	-13
Cc1ccc(CN=C(Nc2ccccc2)NC2CCCCC2)cc1	-5	.	-3.0	.	0	7	3	3	-1	-3
COCCN(C(=O)CSc1ccc2c(c1)OCCO2)c1c(N)n(CC(C)C)c(=O)[nH]c1=O	-2	-1.1	-0.3	0	-2	0	-1	1	0	5
CCc1cc2c(N3CCN(c4ccccc4)CC3)ncnc2s1	-1	.	0.6	.	2	-10	0	-8	-2	11
Cc1ccc(-c2nnc(SCC(C)C)n2C)cc1	-1	-0.6	-0.9	61*	0	28	-3	7	-1	0
COc1ccc2[nH]c3c(=O)n(/N=C/[C@H]4C(C)C=C(C)CC4C)c(=O)[nH]c3c2c1 (stereo partly specified)	1	-1.7	-2.5	-2	8	-14	1	-1	-1	6
C/C(=N\NC(=O)c1csc(C)c1C)c1ccc(C)s1	-4	-1.2	0.4	-2	8	41	-1	11	2	2
CCSC1=NCCN1S(=O)(=O)c1ccccc1	-4	-0.5	0.2	1	1	4	3	-1	3	-5
O=C(Oc1ccc2c(-c3ccccc3)cc(=O)oc2c1)c1cccs1	-2	-4.0	-0.1	2	-6	-4	2	-4	1	-7
O=C(NCCc1ccccc1)C(=O)NCC1OCCN1S(=O)(=O)c1cccs1 (stereo unspecified)	0	-0.8	-0.5	3	-10	-5	7	-2	-9	-7
O=C(COC(=O)CNS(=O)(=O)c1ccc(Br)cc1Cl)NC1CCCC1	-6	-4.7	0.5	-1	-10	1	-2	-7	20	-4
COc1ccc(/C=N/NC(=O)CO/N=C(\C)c2cccs2)cc1	2	.	0.8	.	3	-2	-3	0	-7	-4
CCOC(=O)C1=CN(Cc2cccc(F)c2)S(=O)(=O)N(C)C1c1ccc2ccccc2c1 (stereo unspecified)	-1	1.2	-2.2	-2	2	-4	0	1	6	-14
O=C(NCCc1ccc(C(F)(F)F)cc1)C1CCC(=O)N(CCCN2CCCC2=O)C1 (stereo unspecified)	3	0.0	2.7	1	-10	.	0	-5	8	3
CCCOC(=O)c1[nH]c2c(c1C)C(=O)CC(c1cccs1)C2 (stereo unspecified)	-1	-2.7	0.0	-23	-4	-44	2	-2	-3	-7
C=CCOc1c(CNc2nccs2)cccc1OCC	-2	.	-3.7	.	-5	0	0	3	3	-4
O=C(NN(c1ccccc1)c1ccccc1)c1ccccc1F	-2	-1.9	1.1	0	-5	1	-4	-5	1	5
CCOc1cccc(NC(=O)/C(C#N)=C\c2cn(CC(=O)O)c3ccccc23)c1	-8	-1.5	-0.9	-1	0	.	-1	17	2	-9
COCCNc1nnc(SCC(=O)NC(=O)c2ccccc2)s1	-2	2.0	2.2	-4	3	6	-1	-2	-1	-4
O=C(COc1ccc(Cl)cc1)N1CCN(c2cccc(C(F)(F)F)c2)CC1	-4	0.9	-0.4	.	-2	-10	2	-3	9	-3
Cc1ccc2c(c1C)C(=O)C(=O)N2	-2	0.3	-2.5	-3	1	-3	1	0	2	-3
O=C(Nc1sc2c(c1C(=O)O)CCC2)c1ccc(F)cc1	-4	0.4	-0.1	2	-4	20	-2	6	-3	-4
COc1ccc2nc(NC(=O)Nc3ccccc3OC)sc2c1	-2	-3.2	0.3	12	0	32	-2	1	-6	7
CC1(C)C2CCC(C2)C1(C)NC(=O)CN1CCN(Cc2ccccc2)CC1 (stereo unspecified)	0	-1.8	0.0	-2	24	-10	2	-4	-17	-8
O=C(COc1cc2oc(=O)c3c(c2cc1Cl)CCCC3)NCc1cccnc1	3	0.1	-0.7	0	-2	3	0	0	3	-39
COc1ccc(C2=NNC(=O)CC2)cc1	4	-0.3	0.6	-6	-7	-8	4	3	12	-1
CCC1=C(OC(=O)N(CC)CC)N2C(=O)OC(=NCC(=O)OC)[C@]2(C)[C@H]2C1=CC[C@H]1C(=O)N(C)C(=O)[C@H]12	7	1.2	-0.8	1	0	5	2	0	-5	1
Cc1ccc(C)c(N2CCN(C(=O)CCNS(=O)(=O)c3ccc4c(c3)oc(=O)n4C)CC2)c1	-4	-0.4	0.4	-10	13	-6	-1	-4	1	-8
CCc1c(O)nc(SCC(=O)NC(C)(C)C)n(-c2ccccc2)c1=O	1	-0.6	0.4	3	2	15	-1	-5	2	2
CCOC(=O)c1c(NC(=O)CCC(=O)O)sc2c1CCCCC2	-2	0.3	1.0	?	-2	3	3	4	-7	-6
c1ccc(-c2ccc3c(n2)CCCO3)cc1	-3	-1.4	-0.2	22	6	49	9	-5	-8	9
O=c1cc(-c2ccccc2)nc2cc(-c3ccc(F)cc3)[nH]n12	.	-0.4	-4.4	15	0	.	5	1	22	-12
CC(=O)Nc1ccc(OCC(O)Cn2nc(C)c(C(C)=O)c2C)cc1 (stereo unspecified)	-1	-2.0	-3.0	.	-3	-3	-2	0	-5	4
COn1c(SCc2ccc(C)cc2C)nc2ccccc2c1=O	48*	.	-2.2	.	-18	.	-1	-3	4	-6
Cc1ccc(NC(=O)COC(=O)CN2C(=O)c3ccccc3C2=O)cc1	-5	-0.6	-0.6	-1	4	-2	3	1	1	4
CCOc1ccc(-c2[nH]ncc2Oc2ccccc2OC)c(O)c1	-2	0.1	1.3	.	4	2	3	-1	10	5
O=C(c1ccco1)N1CCN=C1SCc1cccc(Cl)c1	.	0.0	-0.2	-3	0	14	2	0	17	-3
CC1CC(C)CN(C(=O)/C=C/c2ccc([N+](=O)[O-])s2)C1 (stereo unspecified)	.	0.3	-2.7	4	15	-81	-3	-3	-18	-9
COc1ccc(N2C(=NC(=O)CCC3CCCC3)SC3CS(=O)(=O)CC32)cc1 (stereo unspecified)	-1	-2.2	-1.4	-2	-8	8	8	-5	-1	2
Cc1ccc(C(=O)O)cc1N1C(=O)CCCC1=O	-6	-1.4	1.3	-2	3	-9	3	-6	-1	0
COc1ccc(C2C(C(C)=O)=C(O)C(=O)N2c2ccc(C)cc2)cc1 (stereo unspecified)	-6	-0.5	1.7	6	3	.	-1	10	-2	-1
CSc1ccc(N2CCN(CCCNC(=O)Nc3ccccc3F)CC2)cc1	.	-0.5	-0.8	.	-2	-13	-2	-3	7	2
CCOC(=O)Cn1nc(C)n(-c2ccc(Br)cc2)c1=O	2	-2.3	1.0	-1	?	-1	1	-3	-3	-8
COc1cc(OC)cc(C(=O)NC(C(=O)NNC(=O)CN(C)S(=O)(=O)c2ccc(C)cc2)C(C)C)c1 (stereo unspecified)	1	-1.2	0.2	5	2	-6	2	-3	-1	-8
Oc1[nH]c2ccc(Br)cc2c1N=Nc1ccc(F)cc1	-1	-0.6	2.3	2	-2	-7	2	467*	-2	10
